ZTA DNA inh: counter-screen for EBNA-1 inhibitors: inhibitors of Epstein-Barr virus ZTA; ZTA-DNA binding, fluorescence polarization; inhibition, % at 11 µM; hit rate 0.15% among 320,000; AID 2234; in the data active means inhibition above about 33%
Target sequence (P03206 whole entry, looked up): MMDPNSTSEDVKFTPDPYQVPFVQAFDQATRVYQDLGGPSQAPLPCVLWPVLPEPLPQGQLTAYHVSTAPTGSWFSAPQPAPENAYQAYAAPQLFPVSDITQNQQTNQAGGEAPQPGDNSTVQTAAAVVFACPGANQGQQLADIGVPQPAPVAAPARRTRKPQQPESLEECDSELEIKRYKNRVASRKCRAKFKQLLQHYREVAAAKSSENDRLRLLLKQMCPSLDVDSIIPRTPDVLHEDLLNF
PREPL inh: inhibitors of human prolyl oligopeptidase-like enzyme PREPL | AID 2751 | Q4J6C6 | inhibition, % at 5.96 µM | hit rate 0.68% among 320,000 | recombinant PREPL, fluorescence polarization activity-based probe; in the data active means inhibition above about 43%;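 further: 0% = enzyme with DMSO and 100% = wells lacking enzyme; many of its hits are not listed in these tables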
Target sequence (Q4J6C6 whole entry, looked up): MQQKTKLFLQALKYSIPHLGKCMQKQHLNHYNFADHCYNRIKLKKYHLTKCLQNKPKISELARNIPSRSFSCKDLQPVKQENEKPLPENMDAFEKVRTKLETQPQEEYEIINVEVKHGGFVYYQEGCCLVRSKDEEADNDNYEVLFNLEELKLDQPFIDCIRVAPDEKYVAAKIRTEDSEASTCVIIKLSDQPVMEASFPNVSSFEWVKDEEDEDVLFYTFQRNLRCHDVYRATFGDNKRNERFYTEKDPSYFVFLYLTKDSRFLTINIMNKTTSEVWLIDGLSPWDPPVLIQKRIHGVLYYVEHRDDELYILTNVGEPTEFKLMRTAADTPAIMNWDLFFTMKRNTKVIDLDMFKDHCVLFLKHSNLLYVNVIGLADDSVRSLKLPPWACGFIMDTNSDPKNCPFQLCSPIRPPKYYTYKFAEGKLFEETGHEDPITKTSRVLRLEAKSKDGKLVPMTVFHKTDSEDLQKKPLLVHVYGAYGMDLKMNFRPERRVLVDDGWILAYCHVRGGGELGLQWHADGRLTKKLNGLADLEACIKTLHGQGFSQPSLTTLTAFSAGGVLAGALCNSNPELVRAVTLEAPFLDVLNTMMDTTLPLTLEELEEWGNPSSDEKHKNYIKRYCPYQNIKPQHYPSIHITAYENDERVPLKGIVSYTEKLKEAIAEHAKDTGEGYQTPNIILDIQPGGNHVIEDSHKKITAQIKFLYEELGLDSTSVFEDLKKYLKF
EBNA-1 inhibitor: blocks EBNA-1 binding to DNA; AID 1950; inhibition, % at 14.8 µM; hit rate 0.34% among 300,000; EBNA-1 DNA binding, fluorescence polarization; in the data active means inhibition above about 28%
PAFAH1B3 inh: PAFAH1B3 (human) inhibition; AID 492972; recombinant PAFAH1B3, FP-rhodamine probe, fluorescence polarization; hit rate 0.28% among 340,000; Q15102; inhibition, % at 3.39 µM;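 active means inhibition above the screen-wide average of all tested compounds plus 3 SD, cut at about 25% in these data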;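 further: 0% = enzyme with DMSO only and 100% = wells lacking PAFAH1B3 protein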
LYPLA2 counter: LYPLA2 (human) inhibition in PME1 counter-screen | hit rate 0.38% among 320,000 | inhibition, % at 5.9 µM | recombinant LYPLA2, FP-Rh probe fluorescence polarization | O95372;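 active means inhibition above the screen-wide mean plus 3 SD, limit set per campaign, cut at about 26% in these data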;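 further: 0% = LYPLA2 with DMSO and 100% = wells lacking LYPLA2 enzyme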
pPAFAH FP inh: pPAFAH (human) enzyme inhibition; inhibition, % at 3.39 µM; recombinant pPAFAH, FP-rhodamine probe fluorescence polarization; hit rate 1.5% among 330,000;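 active means inhibition above the mean inhibition across the screen plus 3 SD, cut at about 25% in these data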;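 further: inhibitors block binding of the rhodamine activity-based probe so polarization drops; 0% = enzyme with DMSO and 100% = wells lacking pPAFAH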
LYPLA1 inh: LYPLA1 (human) inhibition in PME1 counter-screen; inhibition, % at 5.9 µM; hit rate 0.16% among 320,000; recombinant LYPLA1, FP-Rh probe fluorescence polarization; AID 2174;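 active means inhibition above the mean of all tested compounds plus 3 SD, set per campaign, cut at about 14% in these data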;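 further: inhibitors block serine hydrolase probe labeling of LYPLA1 so polarization falls; 0% = enzyme with DMSO and 100% = wells lacking LYPLA1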
PAFAH1B2 FP inh: blocks human PAF acetylhydrolase 1b catalytic subunit 2 | recombinant PAFAH1B2, FP-rhodamine activity probe, fluorescence polarization | inhibition, % at 3.39 µM | AID 492953 | hit rate 1.2% among 340,000;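 active means inhibition above the mean of all tested compounds plus 3 SD, cut at about 24% in these data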;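 further: 0% = enzyme with DMSO and 100% = wells lacking PAFAH1B2; many of its hits are not listed in these tables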
PAFAH2 FP inh: PAFAH2 (human) inhibition | inhibition, % at 3.39 µM | recombinant PAFAH2, FP-rhodamine activity probe, fluorescence polarization | AID 492956 | Q99487 | hit rate 0.99% among 340,000;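 active means inhibition above the mean over all tested compounds plus 3 SD, cut at about 30% in these data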;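 further: inhibitors block probe labeling of enzyme so polarization drops; 0% = enzyme with DMSO and 100% = wells lacking PAFAH2 protein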
Starred values were filed as active, the others as inactive; nt = no result given; & = joins results of further samples. These rows are one share of the data; the hit share may differ from the screen's.

cpd	Compound	PAFAH1B2 FP inh	LYPLA2 counter	ZTA DNA inh	PAFAH2 FP inh	PAFAH1B3 inh	PREPL inh	pPAFAH FP inh	EBNA-1 inhibitor	LYPLA1 inh
1	COc1ccc2c(c1)-c1nc(/N=C/c3ccc(O)c(OC)c3)sc1CC2	-0.9	1.0	8.6	2.3	7.7	3.5	6.3	-0.4	-4.1
2	CC(C)(C)C(=O)OCC1OC(n2cnc(C(N)=O)n2)C(O)C1O (centres undefined)	-3.9	-3.3	-8.2	-11.2	5.0	15.7	-6.7	0.3	-2.9
3	CN1CCN(C(=O)NCC23CC4CC(CC(C4)C2)C3)CC1	5.7	4.2	-1.9	6.5	10.6	-1.5	2.3	-1.0	2.4
4	Clc1ccc(CO/N=C2\CCCc3nonc32)cc1	5.9	0.2	-12.6	2.0	6.3	4.7	2.5	-8.5	2.2
5	Cc1ccc(S(=O)(=O)N2CCCOC2CNC(=O)C(=O)NCCN2CCOCC2)cc1 (centres undefined)	2.0	2.0	14.4	-6.2	-5.6	9.9	-2.8	-3.6	1.6
6	Nc1nc(N)c2sc3nc4c(cc3c2n1)CCC4	2.2	-0.9	-3.0	9.7	5.3	15.6	4.2	-3.3	-0.9
7	CC(C)N(C(=O)NC(=O)Nc1ccccn1)S(C)(=O)=O	-2.9	-1.0	10.5	5.8	0.3	4.5	-1.5	0.1	-2.3
8	Cc1ccc(S(=O)(=O)N(C)C)cc1NC(=O)CN1CCCC1	3.6	-2.2	-9.3	3.2	-0.3	-2.8	4.6	-6.5	-1.1
9	CC1Cc2ccccc2N1C1=NS(=O)(=O)c2ccccc21 (centres undefined)	2.5	1.2	-3.1	-1.7	3.2	13.7	5.7	-7.9	0.6
10	CCC(NC(=O)c1ccccc1NC(=O)c1ccccc1)C(=O)O (centres undefined)	-2.4	2.1	-11.6	8.3	2.5	0.4	1.4	-1.6	-1.1
11	COC(=O)CSc1nc2cc(Cl)ccc2c(=O)n1C1CCCC1	4.3	0.7	6.3	-2.6	10.1	-3.9	5.7	0.0	-2.4
12	COc1cccc(C(=O)Nc2nnc(-c3ccc(OC)cc3OC)s2)c1	-6.9	-5.4	5.5	-17.6	-19.7	-10.3	-1.5	8.1	-5.7
13	O=C(c1cccc(N2C(=O)C3C4C=CC(C4)C3C2=O)c1)N1CCN(c2ccccc2Cl)CC1 (centres undefined)	2.8	21.0	-8.2	2.4	9.6	34.7	5.4	1.7	-1.0
14	CCOC(=O)c1ccc(N=Nc2c(C)c(C#N)c(O)[nH]c2=O)cc1	0.8	-5.7	0.9	3.5	13.7	-5.4	1.1	-13.5	-1.8
15	Cc1ccc(C2(CCNCc3ccc(N(C)C)cc3)CCOC(C(C)C)C2)cc1 (centres undefined)	-1.0	-0.8	-6.3	2.3	6.7	-11.8	-1.6	4.8	1.2
16	COc1cc(Cl)c(S(=O)(=O)NCc2ccccn2)cc1Cl	3.6	4.2	0.0	-2.5	7.1	14.0	-0.5	9.6	5.5
17	CC(=O)c1ccc(NS(=O)(=O)c2ccc3c(c2)CCC(=O)N3)cc1	3.1	5.5	-8.6	-0.5	1.8	8.6	-1.0	nt	-2.9
18	C[C@@H](NC(=O)C1(c2ccccc2)CCN(C(=O)OC(C)(C)C)CC1)C(=O)N[C@@H](C(=O)O)c1ccccc1	3.5	0.3	-1.9	5.5	2.2	-2.6	5.6	-3.4	4.3
19	COC(=O)C1=C(C)Nc2ncnn2C1c1ccco1 (centres undefined)	3.0	2.1	-14.0	-0.9	0.2	8.9	-0.3	-9.0	1.6
20	COc1ccc(NC2CCCN(C(=O)CN3C(=O)c4ccccc4C3=O)C2)cc1OC (centres undefined)	-3.1	5.9	-9.6	-4.6	0.5	4.1	0.9	-3.9	3.4
21	O=S(=O)(c1ccc(F)cc1)N1CCC2(CC1)OCCO2	0.4	-4.5	-1.6	-2.9	-2.3	13.6	1.0	-5.1	0.9
22	NCCN1CCN(CC(=O)N2c3ccccc3C(=O)Nc3cccnc32)CC1	3.6	-5.5	7.5	0.0	0.7	-3.0	2.4	-3.1	-1.3
23	CCOc1ccc(N2C(N)=NC(N)=NC2(C)C)cc1	0.6	0.3	-1.7	-1.3	5.5	5.3	6.7	4.5	-0.6
24	N#Cc1cc(C(=O)c2cc(Br)ccc2O)cn(C2CCCCC2)c1=O	0.8	-6.4	-11.7	2.7	0.1	10.4	11.0	3.1	-2.4
25	O=S(=O)(c1ccc(Br)cc1)N1CCN=C1SCc1cccnc1	24.8*	-5.8	0.5	3.3	3.7	5.8	-4.5	-3.0	-1.6
26	CCOC(=O)c1ccc2c(c1)nc(SCC(=O)c1cc3ccccc3o1)n2CC	-7.2	-44.1	19.4	-13.3	-0.6	-28.7	-14.8	2.5	-26.7
27	CC(=O)CCc1ccc(OCCCCn2cncn2)cc1	0.6	2.4	12.9	8.7	0.1	11.3	2.6	6.6	-0.1
28	CC(C)(C)n1nnnc1CN(Cc1cccnc1)Cc1ccccc1Cl	4.6	2.3	4.4	-0.1	-2.5	22.9	7.8	4.5	-0.7
29	CCOc1ccc(OCC)c(NC(=O)CN2CCN(CC(=O)NC(C)C)CC2)c1	2.8	-1.2	1.6	-0.6	5.1	16.7	-6.4	-2.9	1.6
30	N#Cc1c(-c2ccccc2Cl)cc(-c2ccccc2)nc1Br	0.8	-5.1	-10.1	3.4	-4.8	10.1	35.2*	-7.8	1.4
31	CC1(C)CC(=O)C=C(NCc2cccs2)C1	4.8	-4.7	-1.7	7.3	4.5	6.3	5.2	9.8	-3.9
32	CCOc1ccc(NC(=O)NC(=O)N(C)S(=O)(=O)c2ccc(C)cc2)cc1	2.9	-1.4	4.0	5.9	-2.7	-5.7	-2.9	-3.8	-2.4
33	Cc1cc(C)cc(OCC(=O)OCC(=O)Nc2c(C)n(C)n(-c3ccccc3)c2=O)c1	4.3	5.3	1.0	0.8	2.0	6.3	18.3	-3.4	-2.6
34	CCC(C)(C)NC(=O)C1CCCN(S(=O)(=O)c2ccc3c(c2)CC(C)N3C(=O)C2CC2)C1 (centres undefined)	5.2	5.5	5.1	3.1	6.7	0.1	5.8	0.1	8.7
35	O=C(NC1CC1)C1CCN(S(=O)(=O)c2ccc(Cl)c([N+](=O)[O-])c2)CC1	6.5	5.2	-4.9	22.3	7.3	15.6	-0.8	nt	-2.4
36	CCCCC(CC)C(=O)Nc1ncc([N+](=O)[O-])s1 (centres undefined)	8.0	0.7	-2.3	-6.4	8.9	9.5	-10.7	-18.4	-0.7
37	CC(=O)NC(c1ccco1)c1cc(F)c2cccnc2c1O (centres undefined)	-4.9	4.7	-19.1	6.2	3.9	1.6	6.6	nt	1.7
38	CN(C)c1ccc(Nc2nc(-c3cccnc3)cs2)cc1	-1.9	0.0	-10.7	-1.2	7.3	39.2	5.6	-11.9	2.7
39	Cc1ccc(NC(=O)Nc2ccccc2CC[N+](=O)[O-])cc1	nt	-0.6	11.7	nt	nt	-1.2	2.9	5.7	-3.5
40	O=C(CN1CCCCC1)Nc1ccc(S(=O)(=O)NC2CCCCC2)cc1	3.3	6.1	1.9	3.2	1.5	4.8	12.8	6.0	0.3
41	O=C(CNC1CCCC1)Nc1ccc(S(=O)(=O)N2CCCCC2)cc1	-0.7	-0.9	7.8	3.6	-2.6	1.9	5.3	-15.7	-4.5
42	O=C(O)CC(=O)NC12CC3CC(CC(C3)C1)C2	20.7&15.2	0.3&9.0	-4.2&10.2	4.6&8.3	2.3&2.6	5.4&4.6	3.5&5.8	-0.4&7.7	6.7&3.1
43	Cc1cc2oc(=O)cc(-c3ccccc3)c2c(C)c1-c1ccc(F)c(Cl)c1	-2.3	nt	nt	-3.5	6.8	nt	3.0	nt	nt
44	O=C(CC1SC2=NCCN2C1=O)Nc1ccccc1 (centres undefined)	-0.8	10.6	-13.2	7.2	10.0	14.8	3.0	0.3	3.7
45	CC(C)c1ccc(N(C(=O)c2ccco2)C(C(=O)NC2CCCC2)c2ccncc2)cc1 (centres undefined)	-3.7	0.4	9.8	3.2	2.9	-2.9	-1.1	-11.2	-0.5
46	CCn1cc(Br)c(C(=O)Nc2ccc(C(=O)OC(C)C)cc2)n1	5.6	4.1	3.8	-4.6	2.8	8.3	2.6	7.0	-0.5
47	CCOc1cccc(CNCc2cccnc2)c1OCc1ccccc1	2.4	-6.7	10.8	-1.0	6.5	-9.3	2.4	-3.1	-0.6
48	CNC(=O)C(NC(=O)CNC(=O)c1ccc(Cl)cc1)C(C)(C)C (centres undefined)	3.4	0.3	-6.1	2.5	4.3	5.8	0.3	-8.4	0.2
49	CCOC(=O)CNC(=O)c1nn(-c2ccc(OCC)cc2)c(=O)c2ccccc12	3.8	3.5	-2.4	-6.2	3.6	3.4	0.5	0.7	0.6
50	Cc1ccccc1-n1nc(-c2cccnc2)cc1C(=O)N/N=C/c1ccncc1	2.3	-6.6	3.2	-2.3	-0.9	-3.3	-2.3	-8.9	-3.4
51	CC(C)[C@H](NC(=O)N1CC(=O)Nc2ccccc21)C(=O)N[C@H](Cc1ccccc1)C(=O)O	0.4	5.8	1.0	-3.7	1.9	7.7	0.7	-10.1	0.1
52	Cc1ccc(NC(=O)CCc2c(C)nc3ncnn3c2C)cc1	2.5	1.3	-6.1	-0.8	4.4	5.1	-0.9	0.6	-2.4
53	CC(Sc1ccsc1[N+](=O)[O-])C(=O)NCc1ccccc1 (centres undefined)	nt	-1.4	14.5	nt	nt	4.2	8.2	1.6	-2.0
54	CCN(CC)S(=O)(=O)c1ccc(Cl)c(NC(=O)CSc2cccc[n+]2[O-])c1	1.1	4.9	1.9	-6.5	7.9	-5.0	5.1	3.1	4.5
55	COc1cc2[nH]c(=S)n(CCN3CCOCC3)c(=O)c2cc1OC	-6.4	-2.6	-15.3	-1.9	-5.8	15.8	-7.5	7.4	-4.7
56	O=C(O)C1CCCCC1C(=O)NC1C2CC3CC(C2)CC1C3 (centres undefined)	13.6	-4.5	0.3	-1.3	11.9	12.5	-3.4	-8.9	-4.3
57	CC(C)c1ccc(NS(=O)(=O)c2ccc(N3C(=O)CCC3=O)cc2)cc1	8.5	-2.0	15.1	5.2	-1.5	-3.8	29.2*	-0.1	-1.4
58	NC(=S)N=Nc1c(O)n(C2OC(=O)c3ccccc32)c2ccccc12 (centres undefined)	-1.6	12.2	-15.8	-5.8	-10.1	8.4	0.2	-1.7	6.2
59	CCc1cc(=O)oc2c(C)c(OC(C)C(=O)NC3CC(C)(C)NC(C)(C)C3)ccc12 (centres undefined)	1.0	4.6	16.6	0.4	5.4	48.9*	0.6	-3.1	0.4
60	CCCNS(=O)(=O)c1ccc(-n2cnnn2)c(OC)c1	1.0	-1.9	1.0	2.4	1.9	9.7	-2.1	-4.2	0.4
61	O=C(O)/C=C/c1cccc(NS(=O)(=O)c2ccccc2)c1	2.8	-7.9	4.5	1.4	4.8	-6.7	2.6	0.9	-6.6
62	O=c1c(Cl)c(N2CCOCC2)cnn1-c1ncc(C(F)(F)F)cc1Cl	1.0	-4.8	-18.0	-6.4	1.0	-9.7	-0.6	-11.7	0.8
63	CCOC(=O)CCNC(=O)Nc1ccc2nc(C)n(Cc3ccc(Cl)cc3)c(=O)c2c1	-1.0	-3.8	4.2	0.2	0.7	-22.2	0.4	11.2	0.1
